SKBR3 24h inh = SK-BR-3 proliferation inhibitors. 41,000 compounds, 0.47% hits. viability, % at 10 µM. SK-BR-3 viability, CellTiter-Glo ATP luminescence, 24 h; active compounds read low;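 active = viability at or below the median of all test compounds minus 3 SD, in both replicates if run twice, cut at about 45% in these data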;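 note: 100% = median untreated cell wells and 0% = median positive control drug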
Active calls of the source: *. Only part of the results is shown; the hit share may differ from the screen's.

SMILES	SKBR3 24h inh
Cc1cc(C)c2cc(CN(Cc3ccc4c(c3)OCO4)Cc3nnnn3Cc3ccco3)c(=O)[nH]c2c1	106
COC(=O)c1c(C(=O)OC)n(CCCN)c2ccc(C)cc12	94
Cc1ccc2nsnc2c1S(=O)(=O)N1CCN(Cc2ccc3c(c2)OCO3)CC1	102
Cc1noc(C)c1S(=O)(=O)N1CCC2(CC1)OCCO2	93
CCOC(=O)C1C(=O)C=C(c2ccc(OC)cc2)CC1c1ccco1 (centres undefined)	80
CCn1c(SCc2nc(-c3cccs3)no2)nnc1-c1c[nH]c2ccccc12	84
Brc1cccc(-c2nnc(SCc3nc4ccccc4[nH]3)o2)c1	88
Fc1cccc(CSc2ncnc3c2oc2ccccc23)c1	92
COc1ccc(F)cc1S(=O)(=O)Nc1ccc2c(c1)OCO2	93
COc1cccc(NC(=O)N2CCN(c3cccc(C)c3)C(C)C2)c1 (centres undefined)	69
CC(NC(=O)NC12CC3CC(CC(C3)C1)C2)C1CCCO1 (centres undefined)	94
C=Cc1cccc(NC(=O)COc2ccccc2)c1	114
Cc1ccc2cccc(S(=O)(=O)N3CCN(c4ccccc4F)CC3)c2n1	86
Cc1nc2ccc(S(=O)(=O)NC(CC(C)C)C(=O)O)cc2s1 (centres undefined)	86
COc1nc(OCCNC(=O)Nc2ccccc2)nc(N(C)C)n1	99
CC1(C)SC2[C@H](NC(=O)C(NC(=O)N3CCNC3=O)c3ccccc3)C(=O)N2C1C(=O)O (some centres undefined)	102
Cc1sc2nc(SCC(=O)N(C)C)[nH]c(=O)c2c1C	106
COc1cc(NS(=O)(=O)c2ccccc2)ccc1-n1nc(C)cc1C	97
COc1cccc(Cn2c(-c3cccs3)noc2=O)c1	106
O=C(c1ccc(Br)s1)N1CCN(c2ncccn2)CC1	122
Cc1cc(-c2nnc3n2N=C(C(C)(C)C)CS3)n[nH]1	94
O=C(CCN1C(=O)CSC1=O)Nc1ccccc1	97
Cn1c(=O)c2c(ncn2CC(O)CO)n(C)c1=O (centres undefined)	107
COc1cc(OC)cc(C(=O)NCc2n[nH]c(=S)n2-c2ccccc2OC)c1	97
CC1(C)Oc2ccc3ccc(=O)oc3c2-c2cn[nH]c21	57
Cc1ccc(-c2nnn(CC(=O)N(CC(=O)NCc3ccccc3)c3cccc(C)c3C)n2)o1	51
CCOC(=O)C1C(C)=CC(=O)CC1c1ccco1 (centres undefined)	86
O=C(NCC(=O)N(c1ccc2c(c1)OCO2)C(C(=O)NC1CCCC1)c1ccncc1)c1ccco1 (centres undefined)	103
CCCCN1C(=O)C(NC(C)=O)c2cc(Br)ccc21 (centres undefined)	99
COCCOC(=O)C1=C(C)NC(=O)NC1c1ccc(OC(=O)c2ccco2)c(OC)c1 (centres undefined)	82
Nc1nncn1C(=O)CCc1ccccc1	80
CCOC(=O)c1cn(CC(=O)Nc2ccc(C)cc2)nn1	74
Cc1cccc(NC(=O)NCC(c2cccnc2)N2CCOCC2)c1 (centres undefined)	87
O=C(Nn1c(=S)[nH]c2ccccc2c1=O)c1ccncc1	75
O=C(Nc1ccncc1)Nc1ccc(F)cc1F	84
Cc1ccc(-c2nnn(CC(=O)N(Cc3cccs3)C(C(=O)NC3CCCC3)c3ccco3)n2)o1 (centres undefined)	98
CCc1ccc(CCC(=O)Nc2ccc(S(N)(=O)=O)cc2)o1	90
CCn1c(SCc2ccc(OC)cc2)nnc1-c1ccncc1	96
CC1CCCCC1NC(=O)COc1ccc(-n2cnnn2)cc1 (centres undefined)	81
Cc1nc(N2CCN(C)CC2)[nH]c(=O)c1Cc1cccc2ccccc12	90
CCN(CC)C(=O)CSc1nsc(SCC(=O)N(CC)CC)c1C#N	79
O=c1c2[nH]c3cccc(Cl)c3c2ncn1Cc1ccncc1	99
CSc1cccc(NS(=O)(=O)c2cccs2)c1	96
CC(C)NS(=O)(=O)c1ccc(OCC(N)=O)c(Cl)c1	109
Cc1cc(NCCNC2=CC(=O)CCC2)nc2ccccc12	93

Reformatted in markdown: 4 of the compounds above
| structure | SKBR3 24h inh |
| --- | --- |
| COCCOC(=O)C1=C(C)NC(=O)NC1c1ccc(OC(=O)c2ccco2)c(OC)c1 (centres undefined) | 82 |
| Cc1ccc(-c2nnn(CC(=O)N(Cc3cccs3)C(C(=O)NC3CCCC3)c3ccco3)n2)o1 (centres undefined) | 98 |
| Cc1ccc2cccc(S(=O)(=O)N3CCN(c4ccccc4F)CC3)c2n1 | 86 |
| CSc1cccc(NS(=O)(=O)c2cccs2)c1 | 96 |

Later entries
SMILES	SKBR3 24h inh
CCC(=O)NC(C)c1nc2ccccc2n1C (centres undefined)	83
Cc1sc2ncn(CC(=O)NCc3ccccn3)c(=O)c2c1S(=O)(=O)N1CCOCC1	87
COC(=O)CSc1nnc2n1C(C)(C)Cc1ccccc1-2	91
CCOC(=O)CSc1nnc([C@H](CC(C)C)NC(=O)OC(C)(C)C)o1	97
N#CC(C(=O)NC1CC1)c1nc2ccccc2nc1N1CCN(C/C=C/c2ccccc2)CC1 (centres undefined)	90
O=C(CN(C(=O)CCC(=O)Nc1nccs1)c1ccc2c(c1)OCO2)NCC1CCCO1 (centres undefined)	89
CCOC(=O)CCn1nnc(N)n1	115
COc1ccc(OC)c(C2C(C(=O)c3cc4ccccc4o3)=C(O)C(=O)N2c2cc(C)on2)c1 (centres undefined)	123
COc1ccc(N(Cc2cc3cc(OC)ccc3[nH]c2=O)S(C)(=O)=O)cc1	80
O=C(NC12CC3CC(CC(C3)C1)C2)N1CCC(O)CC1	95
Cc1cc(C(=O)NCCCc2ccccc2)no1	88
O=C1CC(c2ccc(F)cc2)Sc2ccccc2N1 (centres undefined)	106
COn1c(SCc2cccnc2)nc2ccccc2c1=O	98
N#C/C(=C\c1ccc(O)c(O)c1)C(=O)NCCCc1ccccc1	87
O=S(=O)(c1cccc2cccnc12)N1CCc2ccccc21	88
O=C(NCCOC(=O)c1ccc(C(=O)OCCNC(=O)c2ccccc2)o1)c1ccccc1	87
COC(=O)c1ccc(=O)n(Cc2ccc3c(c2)OCO3)c1	83
O=C(Nc1cnc2ccccc2c1)N1CCOCC1	99
CC1CCCC(C)N1C(=O)CN1CCN(c2nc(-c3ccc(F)cc3)cs2)CC1 (centres undefined)	85
Cc1nc2cc(C(F)(F)F)ccc2n1C1CCN(CC(=O)NC(C)(C)C)CC1	84
CCOc1ccc(-n2c(=O)c3c(C)c(C)sc3n(CC(=O)NCc3ccco3)c2=O)cc1	76
O=C(Nc1ccc(N2CCOCC2)cc1)C1CC1	103
Cc1oc(-c2nc3ccccc3n2C)cc1C(=O)c1ccccc1	85
Cn1cnnc1Sc1nc2c(c(=O)n(C)c(=O)n2C)n1C	160
CCOC(=O)c1ccccc1NC(=O)CN(c1ccccc1OCC)S(C)(=O)=O	81
CCCCCC(C(=O)O)C(C)CC(=O)NC1CCCCC1 (centres undefined)	103
Cc1ccc(-c2nnc(SCC(=O)Nc3ccccc3N3CCOCC3)o2)cc1	100
CSc1nnc(-c2ccncc2)n1CCCN1CCCC1=O	89
CC#CCCC(=O)N1C=Cc2ccccc2C1C#N (centres undefined)	100
Cc1nn(S(=O)(=O)N2CCCCC2)c(C)c1Br	86
O=C(C1=C(O)C(=O)N(Cc2ccco2)C1c1cccnc1)c1cc2ccccc2o1 (centres undefined)	88
N#Cc1c(NCCN)nc(NCc2ccccc2)c2c1CCN(Cc1ccccc1)C2	85
COc1cccc(C2CC(c3ccccc3)Nc3ncnn32)c1 (centres undefined)	93
COc1ccc(CN2C(=O)CN=C2Nc2cccc(C)c2C)cc1	84
Cn1c(NCc2cccs2)nc2ccccc21	96
CNC(=O)c1cc2c(ccc3ccccc32)oc1=N	103
Cc1ccc(S(=O)(=O)NC2CCCC(C(=O)O)C2)cc1 (centres undefined)	103
O=C(CSc1nc(NS(=O)(=O)c2ccccc2)cc(=O)[nH]1)Nc1ccc(F)cc1	62
Cc1ccc(CNC(=O)CN2C(=O)COc3ccc(C)cc32)cc1	87
CCC(C)(C)n1nnnc1C(c1ccccn1)N1CCOCC1 (centres undefined)	73
Cc1nn(C)c(C)c1S(=O)(=O)Nc1ccc2c(c1)OCO2	98
COC(=O)COn1c(SCC(=O)OC)nc2ccccc2c1=O	89
Cc1cc2c(=O)n(CC(=O)N3CCN(c4ccc(F)cc4)CC3)cnc2s1	78
CCOC(=O)c1sc(NC(=O)CSc2n[nH]c(-c3ccccc3)n2)c(C#N)c1C	114
CC(C)c1ccc(O)c(N)c1	111
CCOC(=O)CC(=O)CSc1nc(-c2cccnc2)ccc1C#N	98
Clc1ccc(-c2nn3c(-c4ccccc4)nnc3s2)cc1	92
CC(=O)Nc1ccc(C(=O)CSc2nnc(Cn3nnc4ccccc43)n2C)cc1	92
CC(C)(C)OC(=O)N1CCCC(C(=O)CC#N)C1 (centres undefined)	116
Cc1nc2ccc(NC(=O)N3CCC(c4ccccc4)C3)cc2nc1C (centres undefined)	109
CC(=O)NC(=O)Nc1sc(=S)n(C)c1C	84
Cc1cc(N2CC34C=CC(O3)C(C(=O)O)C4C2=O)no1 (centres undefined)	134
COc1cccc(OC)c1C(=O)N1CCN(S(=O)(=O)c2ccccc2)CC1	105
Cc1ccc(/C=c2/sc3nnc(-c4ccccc4Cl)n3c2=O)o1	116
CN(C)c1ccnc2sc3c(=O)n(Cc4ccccc4)cnc3c12	68
CCOC(=O)c1cc2c(=O)n3ccccc3nc2n(Cc2ccco2)c1=NC(=O)c1cccnc1	65
CCOC(=O)C1C2C=CC3(CN(C4CCCC4)C(=O)C13)O2 (centres undefined)	79
CCOC(=O)Cc1nnc(NC(=O)Nc2ccccc2)s1	90
O=C(NCc1ccc2c(c1)OCO2)c1cc(-n2cnnc2)ccc1Cl	83
Nc1nc(SCC(=O)Nc2ccc(Br)cc2F)n[nH]1	96

Remaining list, next part
SMILES	SKBR3 24h inh
Cc1nn2c(-c3ccc(Cl)cc3)nnc2s1	72
COc1ccc(C(C)(C)C)cc1NC(=O)c1c(C)noc1C	83
O=C(CCCN1C(=O)c2ccccc2C1=O)Nc1sc2c(c1C(=O)NCc1ccco1)CCC2	79
CCOC(=O)c1ccc(Oc2c(C)oc3c(CN4CCN(C)CC4)c(O)ccc3c2=O)cc1	71
c1csc(-c2nnc3ccccn23)c1	91
CCCOc1ccc(Cl)cc1CN1CCOCC1	86
Cc1cc2ncn(S(=O)(=O)N3CCOCC3)c2cc1C	93
Cc1c(N=Cc2ccc(-c3ccc(Cl)cc3)o2)c(=O)n(-c2ccccc2)n1C	97
CCCN1C(=O)C(NC(C)=O)c2cc(OC)ccc21 (centres undefined)	88
COC(=O)COc1ccc(Oc2nc(SC)nc(N(C)C)n2)nn1	123
Cc1cccc2cc(CN(Cc3ccco3)C(=O)N3CCCC3)c(=O)[nH]c12	59
COC(=O)CCc1nc2ccccc2[nH]c1=O	90
O=C(CSc1nc(O)cc(=O)[nH]1)Nc1ccc2c(c1)CCC2	131
CCn1c(SCC(=O)Nc2nonc2C)nnc1-c1ccco1	112
CCOC(=O)CSc1nnc(Cn2nnc(-c3ccccc3)n2)n1CC	134
Cn1nc(C(=O)N2CCOCC2)c2ccccc2c1=O	98
Cc1ccc(-n2ncc3c2ncn2nc(-c4ccco4)nc32)c(C)c1	92
COc1ccc(C(C)(C)C)cc1NC(=O)c1ccoc1C	80
CCOC(=O)c1c(C)n(C)c2ccc(O)c(CN3CCN(C)CC3)c12	95
CC1CCCCN1C(=O)CSc1nnc(-c2cccnc2)n1C1CCCCC1 (centres undefined)	94
O=C(NCc1cccnc1)c1cc(S(=O)(=O)N2CCCCC2)ccc1Cl	104
O=C(NCCc1ccncc1)Nc1ccccc1Cl	89
CCOc1nc(C)ccc1-c1noc(C)n1	100
CC1CCN(c2nc3ccccc3nc2C(C#N)C(=O)NC2CCCCC2)CC1 (centres undefined)	98
CCc1cc(C(=O)Cc2ccc(F)cc2)c(O)cc1O	87
COc1ccc(-c2nnc(SC)n2C)cc1	104
COc1cc(C2NC(=O)NC(O)(C(F)(F)F)C2C(C)=O)cc(OC)c1OC (centres undefined)	128
CCC(=O)NC1=C(C#N)C2(CCCC2)Cc2ccccc21	135
O=C(Cn1c(NCCO)nc2ccccc21)c1cccs1	98
O=C(CSc1nc(C2CC2)nc2sc3c(c12)CCCC3)NCc1ccco1	106

An excerpt of these results, as labelled records:
COc1ccc(OC)c(C2C(C(=O)c3cc4ccccc4o3)=C(O)C(=O)N2c2cc(C)on2)c1 (centres undefined)
  SKBR3 24h inh: 123

COc1ccc(N(Cc2cc3cc(OC)ccc3[nH]c2=O)S(C)(=O)=O)cc1
  SKBR3 24h inh: 80

O=C(NC12CC3CC(CC(C3)C1)C2)N1CCC(O)CC1
  SKBR3 24h inh: 95

Cc1cc(C(=O)NCCCc2ccccc2)no1
  SKBR3 24h inh: 88

The listing picks up, repeating the six entries before the break.
SMILES	SKBR3 24h inh
CCc1cc(C(=O)Cc2ccc(F)cc2)c(O)cc1O	87
COc1ccc(-c2nnc(SC)n2C)cc1	104
COc1cc(C2NC(=O)NC(O)(C(F)(F)F)C2C(C)=O)cc(OC)c1OC (centres undefined)	128
CCC(=O)NC1=C(C#N)C2(CCCC2)Cc2ccccc21	135
O=C(Cn1c(NCCO)nc2ccccc21)c1cccs1	98
O=C(CSc1nc(C2CC2)nc2sc3c(c12)CCCC3)NCc1ccco1	106
O=S(=O)(NCCc1ccccc1)c1ccc(S(=O)(=O)N2CCCCC2)cc1	90
Nc1c(C(=O)NCCN2CCOCC2)c2nc3ccccc3nc2n1-c1ccccc1	78
COc1ccccc1NC(=O)C(Cc1ccc(Cl)cc1)c1nn[nH]n1 (centres undefined)	125
COc1ccc(S(=O)(=O)N2CCCC(C(=O)N3CCN(C)CC3)C2)cc1C (centres undefined)	105
COc1ccc(OC)c(C(C)NC=O)c1 (centres undefined)	106
Cc1cnn(C(=O)c2ccccc2Br)c1	103
Cc1nnc(SCC(=O)Nc2ccc(Oc3ccccc3)cc2)n1N	102
O=C(Nc1ccccc1C(F)(F)F)c1cc(-c2ccccc2O)on1	83
O=C(CCN1CCCCC1c1cccnc1)NCc1ccccc1 (centres undefined)	96

Screens from PubChem BioAssay.
